Bioassay records: PubChem BioAssay, several laboratories
Neddyl block: inhibitors of cullin neddylation, primary screen, biochemical, TR-FRET, uHTS, NAE and Ubc12. 0.58% of 360,000 active. NEDD8-conjugating enzyme Ubc12 (Homo sapiens) + NEDD8-activating enzyme E1 regulatory …. calls only at 25 µM; in the data active = inhibition above about 36%
E coli Lon inh: inhibitors of E. coli Lon protease, primary screen, biochemical, fluorescence polarization. inhibition, % at 7.94 µM. P0A9M0. purified E. coli Lon protease. 0.42% of 360,000 active. AID 602123, 2011; in the data active = inhibition above about 13%, passing the limit was not always enough;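 note: 0% = enzyme with probe and DMSO and 100% = no enzyme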
MsrA act: bovine MsrA enzyme activators, primary screen, biochemical, absorbance, HTS; activation, % at 10.6 µM; purified bovine MsrA, absorbance read-out; Methionine sulfoxide reductase A (Bos taurus); 0.3% of 360,000 active; AID 602163, 2012; in the data active = activation above about 7.5%;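 note: 0% = vehicle and 100% = reference activator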
CendR NRP1 mod: modulators of CendR peptide binding to NRP-1, primary screen, biochemical, fluorescence polarization, uHTS; Neuropilin-1 (Homo sapiens), O14786; FAM-RPARPAR peptide binding to NRP-1; inhibition, % at 25 µM; 0.85% of 360,000 active;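 active = inhibition or corrected inhibition above about 18%, plus a signal ratio from 0.5 to 1.5, limit read from the data, passing the limit was not always enough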; note: strong numbers were not always called active
Rin1-Abl PPI inh: inhibitors of Rin1-Abl protein binding, primary screen, biochemical, TR-FRET; Tyrosine-protein kinase ABL1 (Homo sapiens) + Ras and Rab interactor 1 (Homo sapiens), …; inhibition, % at 7.35 µM; 0.4% of 360,000 active; AID 588664, 2011; in the data active = inhibition above about 5%, passing the limit was not always enough
MT1-MMP act inh: blockers of MT1-MMP proenzyme processing, primary screen, HT1080 RFP-PRO-GFP cells, GFP/RFP fluorescence; GFP/RFP ratio fluorescence, overnight; percent of plate control window, DMSO zero; GFP/RFP ratio change, % at 20 µM; 0.061% of 360,000 active; AID 651647, 2012;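 active = GFP/RFP ratio change of at least 30% with cell ATP level not reduced by more than half and red fluorescence within 50% of control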; note: strong numbers were not always called active
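Assay system: HT1080 RFP-PRO-GFP cells. Benchmarks: DMSO vehicle wells and RFP-L50D-GFP reporter cell wells. Times: overnight cell settling, then overnight compound exposure, 37 °C, 5% CO2. Compound: 20 µM single dose, 1% DMSO. Read-out basis: GFP/RFP fluorescence ratio.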
SKN-1 inh: suppressors of acrylamide-induced Pgst-4::GFP reporter in worms, primary screen, SKN-1 inhibitor project, whole organism, uHTS, GFP/RFP fluorescence ratio, strain VP596; C. elegans VP596 Pgst-4::GFP/RFP ratio, 24 h; inhibition, % at 21.8 µM; 0.49% of 360,000 active; AID 624304, 2012;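 active = interference check ratio from 0.5 to 1.5 plus GFP to RFP signal ratio inhibition reaching or exceeding a fixed threshold, cut at about 30% in these data, passing the limit was not always enough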; note: some compounds called inactive have numbers as strong as hits
MLLE-PAM2 inh: inhibitors of PABP1 MLLE–PAM2 peptide binding, primary screen, biochemical, fluorescence polarization, FITC-PAM2, GST-MLLE. inhibition, % at 20 µM. 0.36% of 360,000 active. Polyadenylate-binding protein 1 (Homo sapiens), P11940. AID 588489, 2011; in the data active = inhibition above about 35%, passing the limit was not always enough;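 note: plate controls were DMSO wells with GST-MLLE for no effect and wells lacking GST-MLLE protein for full effect; some results filed as inactive read as strong as hits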
FAS-TE inh: FAS thioesterase domain inhibitors, primary screen, biochemical, fluorescence intensity, uHTS; Fatty acid synthase (Homo sapiens), P49327; recombinant FAS-TE, OMFH fluorogenic substrate, fluorescence endpoint; inhibition, % at 15 µM; 0.67% of 360,000 active;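 active = compounds whose normalised, plate-corrected inhibition of enzyme fluorescence in the single-dose primary screen is 50% or more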;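 note: 0% = DMSO with enzyme and 100% = substrate without enzyme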
Target sequence (P49327 whole entry, looked up, the tested form may be a part): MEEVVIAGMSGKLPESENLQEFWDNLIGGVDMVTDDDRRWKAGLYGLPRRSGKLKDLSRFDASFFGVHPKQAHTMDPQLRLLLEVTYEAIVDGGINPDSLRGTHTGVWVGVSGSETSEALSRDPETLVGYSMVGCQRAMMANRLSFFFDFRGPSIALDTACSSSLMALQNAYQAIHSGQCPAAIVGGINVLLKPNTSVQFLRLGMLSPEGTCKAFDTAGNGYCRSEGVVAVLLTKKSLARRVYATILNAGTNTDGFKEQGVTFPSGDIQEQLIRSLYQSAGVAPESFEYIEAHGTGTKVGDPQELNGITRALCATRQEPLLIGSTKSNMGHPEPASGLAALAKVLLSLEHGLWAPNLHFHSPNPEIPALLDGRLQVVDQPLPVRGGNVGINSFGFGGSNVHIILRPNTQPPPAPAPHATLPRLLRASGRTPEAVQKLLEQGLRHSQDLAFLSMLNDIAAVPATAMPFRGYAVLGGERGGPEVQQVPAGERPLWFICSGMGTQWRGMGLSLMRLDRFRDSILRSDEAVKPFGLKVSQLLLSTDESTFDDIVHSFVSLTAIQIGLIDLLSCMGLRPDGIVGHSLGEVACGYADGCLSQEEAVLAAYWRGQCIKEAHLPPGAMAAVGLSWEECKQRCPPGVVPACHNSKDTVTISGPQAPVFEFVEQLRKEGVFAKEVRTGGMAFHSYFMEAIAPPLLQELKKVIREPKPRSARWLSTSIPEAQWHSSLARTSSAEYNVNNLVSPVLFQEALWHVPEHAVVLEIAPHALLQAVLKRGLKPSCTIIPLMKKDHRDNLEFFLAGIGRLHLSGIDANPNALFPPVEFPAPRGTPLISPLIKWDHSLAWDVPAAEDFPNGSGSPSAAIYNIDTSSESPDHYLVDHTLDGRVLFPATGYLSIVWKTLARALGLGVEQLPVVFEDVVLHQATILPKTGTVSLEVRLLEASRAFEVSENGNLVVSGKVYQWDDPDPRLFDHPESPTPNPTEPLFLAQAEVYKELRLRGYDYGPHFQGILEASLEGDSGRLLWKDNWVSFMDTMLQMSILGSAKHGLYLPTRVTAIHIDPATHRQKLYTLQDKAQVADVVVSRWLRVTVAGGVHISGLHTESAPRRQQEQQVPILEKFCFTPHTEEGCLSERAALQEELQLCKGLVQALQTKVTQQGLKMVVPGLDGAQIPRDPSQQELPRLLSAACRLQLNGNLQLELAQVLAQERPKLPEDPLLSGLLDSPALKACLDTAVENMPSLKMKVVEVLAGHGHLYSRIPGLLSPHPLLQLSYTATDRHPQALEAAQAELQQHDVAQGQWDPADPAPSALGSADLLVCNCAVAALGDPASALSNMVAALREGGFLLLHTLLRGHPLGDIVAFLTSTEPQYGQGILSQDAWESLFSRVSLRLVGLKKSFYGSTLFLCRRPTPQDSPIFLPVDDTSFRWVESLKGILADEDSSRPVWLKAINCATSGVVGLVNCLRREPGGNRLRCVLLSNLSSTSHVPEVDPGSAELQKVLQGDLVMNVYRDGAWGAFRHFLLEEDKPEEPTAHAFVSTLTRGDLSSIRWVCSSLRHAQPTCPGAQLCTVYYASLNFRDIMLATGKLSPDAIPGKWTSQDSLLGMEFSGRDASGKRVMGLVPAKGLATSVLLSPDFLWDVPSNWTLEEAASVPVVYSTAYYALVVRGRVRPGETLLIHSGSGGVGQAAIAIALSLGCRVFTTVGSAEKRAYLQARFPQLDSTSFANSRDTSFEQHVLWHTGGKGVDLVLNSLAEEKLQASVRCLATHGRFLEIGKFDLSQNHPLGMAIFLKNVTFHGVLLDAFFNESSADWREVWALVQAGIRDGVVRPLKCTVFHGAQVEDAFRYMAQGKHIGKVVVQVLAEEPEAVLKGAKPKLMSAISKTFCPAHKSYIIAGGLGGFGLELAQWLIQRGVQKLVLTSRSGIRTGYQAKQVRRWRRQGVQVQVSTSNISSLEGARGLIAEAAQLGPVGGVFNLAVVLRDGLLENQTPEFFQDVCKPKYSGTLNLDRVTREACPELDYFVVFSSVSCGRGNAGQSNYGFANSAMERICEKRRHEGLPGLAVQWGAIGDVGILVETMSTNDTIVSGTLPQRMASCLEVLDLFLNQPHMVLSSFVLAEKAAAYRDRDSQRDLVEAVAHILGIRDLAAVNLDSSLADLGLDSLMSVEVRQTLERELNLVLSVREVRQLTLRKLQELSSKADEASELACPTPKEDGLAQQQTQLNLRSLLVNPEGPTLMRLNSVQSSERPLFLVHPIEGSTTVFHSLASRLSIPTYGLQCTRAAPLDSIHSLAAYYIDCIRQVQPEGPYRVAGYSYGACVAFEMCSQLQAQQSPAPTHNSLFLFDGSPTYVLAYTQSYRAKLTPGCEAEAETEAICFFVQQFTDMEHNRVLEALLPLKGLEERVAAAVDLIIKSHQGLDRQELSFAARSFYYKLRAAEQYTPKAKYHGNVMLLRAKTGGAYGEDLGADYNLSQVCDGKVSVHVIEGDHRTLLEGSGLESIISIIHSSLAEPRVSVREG
Starred values were filed as active, the others as inactive.

`O=C(/C=C1\NC2(CCCC2)Cc2ccccc21)C(=O)N/N=C/c1ccc(O)c(O)c1` gave Neddyl block inactive, E coli Lon inh 6, MsrA act -11, CendR NRP1 mod 0, Rin1-Abl PPI inh 0, MT1-MMP act inh -28, SKN-1 inh 7, MLLE-PAM2 inh -8 and FAS-TE inh 11.
`CSC1=N/C(=C\c2c(F)cccc2Cl)C(=O)S1` gave Neddyl block inactive, E coli Lon inh -7, MsrA act -2, CendR NRP1 mod 10, Rin1-Abl PPI inh -3, MT1-MMP act inh -1, SKN-1 inh -3, MLLE-PAM2 inh 19 and FAS-TE inh -8.
Screening Clc1ccc(C2=NOC(c3nnc(-c4ccccc4)o3)C2)cc1 (configuration not stated) returned Neddyl block inactive, E coli Lon inh 3, MsrA act -1, CendR NRP1 mod -5, Rin1-Abl PPI inh 3, MT1-MMP act inh 3, SKN-1 inh 20, MLLE-PAM2 inh 0 and FAS-TE inh -4.
For O=C(Nc1ccc2nc(-c3ccco3)c(-c3ccco3)nc2c1)N1CCN(c2ccccn2)CC1 the results were Neddyl block inactive, E coli Lon inh 10, MsrA act -12, CendR NRP1 mod 5, Rin1-Abl PPI inh -1, MT1-MMP act inh -10, SKN-1 inh 4, MLLE-PAM2 inh 49* and FAS-TE inh 5.
`Cc1coc2c(C)c3oc(=O)c(CCC(=O)NCc4ccccn4)c(C)c3cc12` gave E coli Lon inh -1, MsrA act 1, CendR NRP1 mod 2, Rin1-Abl PPI inh -1, MT1-MMP act inh 3, SKN-1 inh -3, MLLE-PAM2 inh -16 and FAS-TE inh 1.
Screening CCOC(=O)n1cnc2nc(N)nc(SC)c21 returned Neddyl block inactive, E coli Lon inh -19, MsrA act 0, CendR NRP1 mod -5, Rin1-Abl PPI inh 6, MT1-MMP act inh 1, SKN-1 inh -4, MLLE-PAM2 inh 4 and FAS-TE inh -9.
For COc1ccc(N(CC(=O)Nc2ccc(Cc3ccncc3)cc2)S(=O)(=O)c2ccccc2)cc1 the results were Neddyl block inactive, E coli Lon inh 3, MsrA act -3, CendR NRP1 mod -16, Rin1-Abl PPI inh 1, MT1-MMP act inh -6, SKN-1 inh -10, MLLE-PAM2 inh -14 and FAS-TE inh 7.
`COc1ccc(NC(=O)CSc2nnc(CNc3ccc(C)cc3)n2C)cc1` gave Neddyl block inactive, E coli Lon inh -1, MsrA act 0, CendR NRP1 mod 8, Rin1-Abl PPI inh 3, MT1-MMP act inh 4, SKN-1 inh 2, MLLE-PAM2 inh 4 and FAS-TE inh -3.
`CC(C)(C)NS(=O)(=O)c1ccc(C(=O)Nc2ccc3c(c2)OCO3)cc1` gave Neddyl block inactive, E coli Lon inh 0, MsrA act -6, CendR NRP1 mod -2, Rin1-Abl PPI inh -3, MT1-MMP act inh 0, SKN-1 inh 15, MLLE-PAM2 inh 0 and FAS-TE inh 0.
Screening C/C(=N\NC(=O)COc1ccc([N+](=O)[O-])cc1)c1ccco1 returned Neddyl block inactive, E coli Lon inh 2, MsrA act 2, CendR NRP1 mod -7, Rin1-Abl PPI inh 0, MT1-MMP act inh -3, SKN-1 inh -27, MLLE-PAM2 inh -3 and FAS-TE inh 13.
`Cc1[nH]c2ccccc2c1/C=C/c1cc[n+](C)cc1` gave Neddyl block inactive, E coli Lon inh -418, MsrA act -1, CendR NRP1 mod 129, Rin1-Abl PPI inh -150, MT1-MMP act inh -240, SKN-1 inh -5, MLLE-PAM2 inh -134 and FAS-TE inh -74.
`CC1(C)Cc2c(C#N)c(N3CCCC3)nc(-c3ccco3)c2CO1` gave Neddyl block inactive, E coli Lon inh -2, MsrA act -3, CendR NRP1 mod -42, Rin1-Abl PPI inh -3, MT1-MMP act inh -6, SKN-1 inh 1, MLLE-PAM2 inh 15 and FAS-TE inh 6.
`CCNC(=O)C(Cc1ccccc1)NC(=O)OCc1ccccc1` (configuration not stated) gave Neddyl block inactive, E coli Lon inh 3, MsrA act -3, CendR NRP1 mod 12, Rin1-Abl PPI inh 0, MT1-MMP act inh -1, SKN-1 inh 8, MLLE-PAM2 inh 5 and FAS-TE inh -4.
For COc1cc(/C=C2/SC(=S)N(CCC(=O)Nc3ccccc3)C2=O)cc(OC)c1OC the results were Neddyl block inactive, E coli Lon inh -6, MsrA act -2, CendR NRP1 mod -26, Rin1-Abl PPI inh -1, MT1-MMP act inh 9, SKN-1 inh 9, MLLE-PAM2 inh -35 and FAS-TE inh 0.
CC(C)c1ccc(N(C)C(=O)Cc2c(C(=O)O)n(C)c3ccccc23)cc1 was read as Neddyl block inactive, E coli Lon inh 0, MsrA act 0, CendR NRP1 mod 0, Rin1-Abl PPI inh 0, MT1-MMP act inh -7, SKN-1 inh 14, MLLE-PAM2 inh -12 and FAS-TE inh -1.
Screening Nc1c(C(=O)c2ccc(Cl)cc2)sc2nc3c(cc12)CCC3 returned Neddyl block inactive, E coli Lon inh -3, MsrA act -4, CendR NRP1 mod -23, Rin1-Abl PPI inh 1, MT1-MMP act inh -8, SKN-1 inh 2, MLLE-PAM2 inh 7 and FAS-TE inh -2.
CC(Oc1cc2oc(=O)c3c(c2cc1Cl)CCCC3)C(=O)NCC1CCC(C(=O)O)CC1 (configuration not stated) was read as Neddyl block inactive, E coli Lon inh -1, MsrA act -3, CendR NRP1 mod -7, Rin1-Abl PPI inh -2, MT1-MMP act inh 0, SKN-1 inh 0, MLLE-PAM2 inh 8 and FAS-TE inh -5.
`Cc1cc(S(=O)(=O)N2CCOCC2)ccc1OCC(=O)Nc1cccc(C(F)(F)F)c1` gave Neddyl block inactive, E coli Lon inh 4, MsrA act -1, CendR NRP1 mod 4, Rin1-Abl PPI inh 2, MT1-MMP act inh 3, SKN-1 inh -4, MLLE-PAM2 inh -12 and FAS-TE inh -2.
For COc1ccc(CCNS(=O)(=O)c2c(C)nc3scc(C)n3c2=O)cc1OC the results were Neddyl block inactive, E coli Lon inh -2, MsrA act -3, CendR NRP1 mod 1, Rin1-Abl PPI inh 1, MT1-MMP act inh 4, SKN-1 inh -19, MLLE-PAM2 inh 14 and FAS-TE inh -5.
Screening COc1cc(CCC(=O)OCC(=O)Nc2ccccc2F)cc(OC)c1OC returned Neddyl block inactive, E coli Lon inh -2, MsrA act -1, CendR NRP1 mod 4, Rin1-Abl PPI inh 1, MT1-MMP act inh -2, SKN-1 inh 12, MLLE-PAM2 inh -3 and FAS-TE inh -1.
`Cc1ccc(-c2nnn(CC(=O)Nc3cccc4c3CCCC4)n2)o1` gave Neddyl block inactive, E coli Lon inh -3, MsrA act -10, CendR NRP1 mod -8, Rin1-Abl PPI inh 5, MT1-MMP act inh -2, SKN-1 inh -3, MLLE-PAM2 inh 5 and FAS-TE inh -8.
`Cc1ccc(-n2c(Cc3cccn3C)nnc2SCC(=O)NC2CCCCC2)cc1` gave Neddyl block inactive, E coli Lon inh -4, MsrA act -10, CendR NRP1 mod 7, Rin1-Abl PPI inh -2, MT1-MMP act inh 3, SKN-1 inh 3, MLLE-PAM2 inh 2 and FAS-TE inh -7.
For CC(C)CN(C(=O)Cn1c(=O)cnc2ccccc21)C1CCS(=O)(=O)C1 (configuration not stated) the results were Neddyl block inactive, E coli Lon inh -4, MsrA act -1, CendR NRP1 mod 9, Rin1-Abl PPI inh 1, MT1-MMP act inh -3, SKN-1 inh 15, MLLE-PAM2 inh 11 and FAS-TE inh -8.
Cc1ccccc1C(=O)NCCNC(=O)c1ccco1 was read as Neddyl block inactive, E coli Lon inh -7, MsrA act -9, CendR NRP1 mod -7, Rin1-Abl PPI inh -3, MT1-MMP act inh -2, SKN-1 inh 1, MLLE-PAM2 inh -2 and FAS-TE inh -6.
S=c1nc(-c2ccccc2)n(CCCn2ccnc2)c2c1CCCC2 was read as Neddyl block inactive, E coli Lon inh 9, MsrA act -9, CendR NRP1 mod -11, Rin1-Abl PPI inh -2, MT1-MMP act inh 0, SKN-1 inh -3, MLLE-PAM2 inh 30 and FAS-TE inh -4.
For O=C(CCc1nc(-c2ccc(Cl)cc2)no1)NCC1CCCO1 (configuration not stated) the results were Neddyl block inactive, E coli Lon inh 5, MsrA act -2, CendR NRP1 mod -2, Rin1-Abl PPI inh -3, MT1-MMP act inh 0, SKN-1 inh 7, MLLE-PAM2 inh 3 and FAS-TE inh 0.
`COc1ccc(N2CCN(S(=O)(=O)c3cccc4cccnc34)CC2)cc1` gave Neddyl block inactive, E coli Lon inh -8, MsrA act -2, CendR NRP1 mod -11, Rin1-Abl PPI inh 0, MT1-MMP act inh -2, SKN-1 inh -3, MLLE-PAM2 inh -9 and FAS-TE inh 8.
`O=C(CSc1ncnc2c1oc1ccccc12)Nc1nc2ccccc2s1` gave Neddyl block inactive, E coli Lon inh -2, MsrA act 0, CendR NRP1 mod -9, Rin1-Abl PPI inh -132, MT1-MMP act inh -1, SKN-1 inh -11, MLLE-PAM2 inh -7 and FAS-TE inh -1.
Screening COc1ccc(CNC(=S)Nc2cccc(F)c2)cc1 returned Neddyl block inactive, E coli Lon inh -9, MsrA act 3, CendR NRP1 mod 2, Rin1-Abl PPI inh 0, MT1-MMP act inh 1, SKN-1 inh 17, MLLE-PAM2 inh -1 and FAS-TE inh 4.
Screening CC1=NN(C(C#N)c2ccccc2C)C(c2ccccc2)C1 (configuration not stated) returned Neddyl block inactive, E coli Lon inh -1, MsrA act 0, CendR NRP1 mod 9, Rin1-Abl PPI inh -1, MT1-MMP act inh 0, SKN-1 inh -11, MLLE-PAM2 inh 10 and FAS-TE inh 6.
Screening COc1ccc(OCC(=O)NNC(=O)c2cccs2)cc1 returned Neddyl block inactive, E coli Lon inh -10, MsrA act -2, CendR NRP1 mod 2, Rin1-Abl PPI inh 2, MT1-MMP act inh 0, SKN-1 inh 21, MLLE-PAM2 inh -50 and FAS-TE inh -2.
Cc1ccc(N2C(N)=NC(N)=NC23CCCC3)c(C)c1 was read as Neddyl block inactive, E coli Lon inh 4, MsrA act -5, CendR NRP1 mod -11, Rin1-Abl PPI inh -2, MT1-MMP act inh 4, SKN-1 inh 7, MLLE-PAM2 inh 13 and FAS-TE inh -7.
O=C1NC2(Nc3ccccc31)C(=O)Nc1ccc(Br)cc12 (configuration not stated) was read as Neddyl block inactive, E coli Lon inh -5, MsrA act -2, CendR NRP1 mod -3, Rin1-Abl PPI inh -3, MT1-MMP act inh -5, SKN-1 inh 6, MLLE-PAM2 inh -3 and FAS-TE inh -6.

Pulled by compound from the list above:
`Cc1ccc(-c2nnn(CC(=O)Nc3cccc4c3CCCC4)n2)o1` gave Neddyl block inactive, E coli Lon inh -3, MsrA act -10, CendR NRP1 mod -8, Rin1-Abl PPI inh 5, MT1-MMP act inh -2, SKN-1 inh -3, MLLE-PAM2 inh 5 and FAS-TE inh -8.
`O=C(CSc1ncnc2c1oc1ccccc12)Nc1nc2ccccc2s1` gave Neddyl block inactive, E coli Lon inh -2, MsrA act 0, CendR NRP1 mod -9, Rin1-Abl PPI inh -132, MT1-MMP act inh -1, SKN-1 inh -11, MLLE-PAM2 inh -7 and FAS-TE inh -1.
